# Screens as filed in PubChem BioAssay.
# DDE Tn7 FP inh – DD(E)-Tn7 binding inhibition, primary FP screen; FP displacement of FITC-Tn7 peptide from fibrin DD(E); 0% = median of compound wells per plate; inhibition, % at 8.3 µM; 370,000 tested, 0.13% active;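 active means inhibition above the mean of compounds falling within the control limits plus 3 SD of them, cut at about 14% in these data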;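 further: 0% = plate median of compound wells and 100% = 10 µM Aha-Tn7 peptide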
#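 System: human fibrin DD(E); quantity: Fibrin-DD(E) at 2 µM final; also added: fluorescent Tn7 probe at 0.1 µM; compound dosing: single nominal test concentration of 8.3 µM per compound; schedule: 10 min preincubation, 3 h with tracer, room temperature; detection: fluorescence polarization of the labelled Tn7 tracer; repeats: one replicate per compound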
# Rev-erbA mod – Rev-erb alpha (human) modulation | AID 1259318 | P20393 | Rev-erbα–FITC-DNA binding, fluorescence polarization, 90 min | activity, % at 10 µM | 370,000 tested, 0.79% active;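 active means activity above about 14%, limit read from the data; passing the limit was not always enough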;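 further: 0% = DMSO wells with 35 nM protein and 100% = DMSO wells with 750 nM protein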
# ARFGAP1 inh – inhibits rat ARF GTPase activating protein 1. Arfgap1-stimulated ARF1 GTP hydrolysis, GDP FP detection. 360,000 tested, 0.26% active. Q62848. AID 651572. inhibition, % at 16.5 µM;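 active means inhibition above a per-plate limit, mean inhibition of low control wells plus 3 SD, cut at about 25% in these data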;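 further: 0% = DMSO wells with enzyme and 100% = wells lacking Arfgap1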
# Target sequence (Q62848 1-136 limits assumed): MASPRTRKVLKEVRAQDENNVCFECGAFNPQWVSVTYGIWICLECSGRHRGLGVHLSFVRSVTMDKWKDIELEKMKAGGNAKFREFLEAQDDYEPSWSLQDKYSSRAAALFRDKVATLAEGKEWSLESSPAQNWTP
#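 Assay system: Rat Arfgap1 GAP domain (His6, aa 1-136), purified enzyme | Buffer or medium: HEPES 25 mM pH 7.5, NaCl 150 mM, MgCl2, DTT | Schedule: GTP hydrolysis reaction 2 h at 25 °C | Signal: FP of antibody-bound GDP Alexa 633 tracer, ex 620/em 688 nm | Measure: Percent inhibition of Arfgap1-stimulated GTP hydrolysis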
# DDE Tn6 FP inh – disrupts Tn6 cyclic peptide binding to fibrin D-Dimer-E complex | P02675 | Fibrin DD(E) TRITC-Tn6 fluorescence polarization displacement | inhibition, % at 8.3 µM | 370,000 tested, 0.21% active;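 active means inhibition above a per-campaign cutoff: mean of compounds within control limits plus 3 SD, cut at about 15% in these data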;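 further: 0% = median of all compound wells on the plate and 100% = blocking peptide control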
# UHRF1 binding – human UHRF1 methylated DNA binding inhibitors | Q96T88 | UHRF1 binding to methylated oligo, TR-FRET | 370,000 tested, 0.75% active | inhibition, % at 4.4 µM; in the data active means inhibition above about 21%;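 further: UHRF1 SRA domain binding a hemimethylated CpG hairpin DNA probe; 0% = median of test compound wells and 100% = reference inhibitor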
# ASAP1 inh – ASAP1 ArfGAP inhibition; ASAP1-stimulated ARF1 GTP hydrolysis, GDP FP detection; AID 624377; inhibition, % at 16.5 µM; 360,000 tested, 0.19% active; in the data active means inhibition above about 25%;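 further: 0% = vehicle with enzyme and substrate and 100% = no enzyme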
# HGIII-sPLA2 inh – Blocks human group III sPLA2 activity | Q9NZ20 | QFRET BODIPY PC-A2 liposome hydrolysis, fluorescence | inhibition, % at 12.2 µM | 370,000 tested, 0.56% active | AID 743126;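 active means inhibition above mean plus 3 SD of compounds lying within the high and low control bounds, cut at about 19% in these data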;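 further: 0% = median of test compound wells and 100% = no enzyme DMSO wells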
# Target sequence (Q9NZ20 whole entry, looked up): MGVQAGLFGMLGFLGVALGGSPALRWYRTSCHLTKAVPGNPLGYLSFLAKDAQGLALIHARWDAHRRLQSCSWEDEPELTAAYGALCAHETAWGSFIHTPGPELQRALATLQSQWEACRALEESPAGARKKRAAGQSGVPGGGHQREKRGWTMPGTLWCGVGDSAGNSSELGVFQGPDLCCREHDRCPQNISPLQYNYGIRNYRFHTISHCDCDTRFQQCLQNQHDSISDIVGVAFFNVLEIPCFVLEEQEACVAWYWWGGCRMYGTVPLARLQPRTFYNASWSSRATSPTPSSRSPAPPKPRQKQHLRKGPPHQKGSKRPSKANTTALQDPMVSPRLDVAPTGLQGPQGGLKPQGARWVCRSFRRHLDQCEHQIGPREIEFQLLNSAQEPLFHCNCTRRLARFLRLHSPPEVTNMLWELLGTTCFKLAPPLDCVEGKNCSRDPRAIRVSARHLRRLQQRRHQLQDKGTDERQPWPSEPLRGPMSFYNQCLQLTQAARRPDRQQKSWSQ
# PLC-beta3 inh – PLC-beta3 (human) inhibition, primary screen. Q01970. Purified PLC-beta3, fluorogenic substrate, fluorescence. inhibition, % at 12.2 µM. 370,000 tested, 0.18% active. AID 720704; in the data active means inhibition above about 11%;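 further: 0% = median of compound wells on plate and 100% = full blocker control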
# proKLK7 act – activators of human kallikrein-7 zymogen; purified proKLK7, EDANS-DABCYL substrate fluorescence; 100% is mature enzyme control, 0% vehicle; 370,000 tested, 0.9% active; AID 652039; P49862; activation, % at 7 µM;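 active means activation above the mean of all tested compounds plus 3 SD, computed per campaign excluding outliers beyond control limits, cut at about 13% in these data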
# Target sequence (P49862 whole entry, looked up): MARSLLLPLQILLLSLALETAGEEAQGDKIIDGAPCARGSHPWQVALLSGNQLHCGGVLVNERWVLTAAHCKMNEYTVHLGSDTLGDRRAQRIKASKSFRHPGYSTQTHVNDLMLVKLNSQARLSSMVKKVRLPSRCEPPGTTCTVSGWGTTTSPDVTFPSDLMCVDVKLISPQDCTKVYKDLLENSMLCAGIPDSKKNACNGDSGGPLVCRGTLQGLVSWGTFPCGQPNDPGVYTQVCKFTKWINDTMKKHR
# PLCg1 inh – PLC-gamma1 (human) inhibition, primary screen; purified PLC-gamma1, fluorogenic substrate, fluorescence; inhibition, % at 12.2 µM; 370,000 tested, 0.84% active; AID 720700; in the data active means inhibition above about 9.5%
# * = called active by the depositor; x = not tested or not shown.
SMILES,DDE Tn7 FP inh,Rev-erbA mod,ARFGAP1 inh,DDE Tn6 FP inh,UHRF1 binding,ASAP1 inh,HGIII-sPLA2 inh,PLC-beta3 inh,proKLK7 act,PLCg1 inh
COc1ccc(S(=O)(=O)NCCOc2ccccc2)cc1C,1,-3,-3,-6,-3,7,-16,2,-0.5,0
CCCCCC(=O)Nc1cccc(C2=NOC3(C2)C[C@@H](C(N)=O)N(C(=O)CC(c2ccccc2)c2ccccc2)C3)c1 (some centres undefined),-1,1,-8,-4,0,-5,-48,0,0.7,3
COC(=O)c1cc(C(=O)c2ccc(C(C)(C)C)cc2)c[nH]1,-4,-2,2,2,3,-6,-2,-8,-0.1,2
CC1=NN(c2ccccc2)C(=O)/C1=C\C=C1/N(C)c2ccccc2C1(C)C,-5,79*,-3,5,-12,6,8,4,-0.1,0
Cc1nnc(NC(=O)c2csc3c2CCCC3)s1,-4,1,1,1,0,4,-4,2,-0.1,-1
CC(=O)Nc1ccc(-c2ccnc3c2CC(C)(C(=O)Nc2cccc(Oc4ccccc4)c2)O3)cc1 (centres undefined),2,-6,14,-1,-2,0,-19,0,-0.5,2
COc1ccc(C(=O)Nc2ccc(NC(=O)c3ccccn3)cn2)cc1,-3,0,-3,3,-4,11,-1,-3,2.5,2
CC(=O)c1ccc(NC(=O)c2cccs2)cc1,-3,-5,9,-12,1,8,6,0,-0.1,1
O=C(COc1cccc2ccccc12)Nc1nc2ccccc2[nH]1,-1,-2,-9,-8,-3,7,14,-3,-0.2,-3
O=C(c1ccccc1)N1CCN(Cc2c[nH]c3ccccc23)CC1,3,3,4,-6,8,21,-13,2,-0.4,-3
CC(Oc1ccc2c3c(c(=O)oc2c1)CCC3)C(=O)NCCCn1ccnc1 (centres undefined),3,-3,14,-3,-2,10,3,-11,0.0,-1
CCCCCNC(=O)CCCCn1c(=O)[nH]c2cc(OCC)c(OCC)cc2c1=O,-7,3,4,5,1,-2,0,1,0.1,1
COCCNC(=O)C1CCN(C(=O)C2CC(=O)N(c3ccc(C)cc3)C2)CC1 (centres undefined),-1,0,-4,0,-2,3,0,0,-0.3,3
CCOC(=O)C1(CCOc2ccccc2)CCN(Cc2cc(OC)ccc2OC)CC1,2,0,9,1,2,3,-4,-6,0.5,3
Cc1cccc(Cn2cnc3c(N)c(C)c(C)cc32)c1,1,4,-4,1,0,7,-2,-1,-0.2,-2
CCC1(CC)C(=O)C2=C3C1[C@H](C(=O)OC)CC(C(=O)OC)C[C@H]3n1c(=O)n(C)c(=O)n1[C@H]2C (some centres undefined),-4,-3,-1,-11,3,-9,15,0,-0.1,-1
Cc1sc2nc(SCC(=O)N3CCCC3)[nH]c(=O)c2c1C,3,4,0,-6,0,6,3,5,0.3,4
CC(C)OC(=O)C1C(=O)CC(C)(O)C(C(=O)OC(C)C)C1c1cccnc1 (centres undefined),-7,-2,16,5,-1,11,6,2,-0.8,4
CCN(CC)c1ccc(/C=N/Nc2nc(C)cc(=O)[nH]2)cc1,4,-3,-19,8,3,18,-1,-10,-0.8,-3
Cc1ccc(N2C(=O)C3C4C=CC(C4)C3C2=O)cc1 (centres undefined),3,0,-3,1,-3,3,4,2,-0.2,2
O=C(NCCc1ccc(Cl)cc1)c1ccc(=O)[nH]c1,-4,0,8,-5,0,1,1,-2,0.5,0
CCCc1cc(=O)[nH]c(SCc2cccnc2)n1,-3,3,-3,0,0,14,6,2,0.1,6
Cc1ccc(C)c(CN2CCC(CNC(=O)Nc3ccc(Br)cc3F)CC2)c1,-11,-1,12,4,2,-2,-10,1,0.1,8
CC(C)c1ccc(N(CC(=O)NC(C)(C)C)C(=O)CCC(=O)Nc2nccs2)cc1,-2,1,1,1,-1,-4,3,-3,0.1,3
Cc1cccc(NS(=O)(=O)c2ccc(Br)s2)n1,-3,-2,-7,8,-4,4,-5,1,0.6,-2

# Record cards (already shown).
# Shown for Cc1ccc(C)c(CN2CCC(CNC(=O)Nc3ccc(Br)cc3F)CC2)c1 → DDE Tn7 FP inh: -11; Rev-erbA mod: -1; ARFGAP1 inh: 12; DDE Tn6 FP inh: 4; UHRF1 binding: 2; ASAP1 inh: -2; HGIII-sPLA2 inh: -10; PLC-beta3 inh: 1; proKLK7 act: 0.1; PLCg1 inh: 8
# Shown for CC(=O)Nc1ccc(-c2ccnc3c2CC(C)(C(=O)Nc2cccc(Oc4ccccc4)c2)O3)cc1 (centres undefined) → DDE Tn7 FP inh: 2; Rev-erbA mod: -6; ARFGAP1 inh: 14; DDE Tn6 FP inh: -1; UHRF1 binding: -2; ASAP1 inh: 0; HGIII-sPLA2 inh: -19; PLC-beta3 inh: 0; proKLK7 act: -0.5; PLCg1 inh: 2

# Back to the main list with the 4 entries that preceded the break.
SMILES,DDE Tn7 FP inh,Rev-erbA mod,ARFGAP1 inh,DDE Tn6 FP inh,UHRF1 binding,ASAP1 inh,HGIII-sPLA2 inh,PLC-beta3 inh,proKLK7 act,PLCg1 inh
CCCc1cc(=O)[nH]c(SCc2cccnc2)n1,-3,3,-3,0,0,14,6,2,0.1,6
Cc1ccc(C)c(CN2CCC(CNC(=O)Nc3ccc(Br)cc3F)CC2)c1,-11,-1,12,4,2,-2,-10,1,0.1,8
CC(C)c1ccc(N(CC(=O)NC(C)(C)C)C(=O)CCC(=O)Nc2nccs2)cc1,-2,1,1,1,-1,-4,3,-3,0.1,3
Cc1cccc(NS(=O)(=O)c2ccc(Br)s2)n1,-3,-2,-7,8,-4,4,-5,1,0.6,-2
COC(=O)C1=C(C)N(c2ccc(C(=O)OC)cc2)C(=O)C1,-2,9,-12,0,0,14,-25,-14,-0.1,-12
O=c1cc(C(F)(F)F)nc(-n2[nH]c3c(c2=O)CCCC3)[nH]1,-4,5,1,8,1,-5,-16,-56,0.0,-48
COc1cccc(C(=O)NNC2OC(CO)C(O)C2O)c1 (centres undefined),3,3,42*,-9,3,-8,3,-5,-0.1,-1
CCN(CC(=O)Nc1ccc(NC(C)=O)cc1)C(=O)CN1C(=O)NC(C)(c2ccc3ccccc3c2)C1=O (centres undefined),-7,4,5,-7,0,6,-13,-4,-0.1,-4
COC(=O)[C@]12C[C@H](CC(=O)NCc3ccccc3)C(=O)N(Cc3ccco3)C1=C[C@H](C(C)(C)C)O[C@@H]2C,0,2,x,-4,-2,x,-8,0,0.1,-1
COc1ccc(C(=S)N2CCOCC2)cc1OS(=O)(=O)c1ccc(Br)cc1,-6,6,16,0,2,10,3,-9,0.0,0
O=C(NCCCc1ccccc1)c1ccc(Br)o1,6,-2,-5,-2,-1,0,-1,3,-1.0,2
C=CCn1c(Cc2cccs2)nnc1SCC(=O)c1ccc2ccccc2c1,-2,1,-11,4,-3,7,-44,-6,0.2,-4
Cc1c(C(=O)OCC(C)C)[nH]c2c1C(=O)CC(c1ccco1)C2 (centres undefined),5,0,3,0,4,13,-5,-26,0.6,-13
Cc1ccc(NC(=O)C(C)N2CCc3ccccc3C2)cc1 (centres undefined),-4,-7,-5,8,-3,-8,3,-6,0.7,-1
OC(c1cccc(CN2CCCCC2)c1)c1ncc(-c2ccccc2Cl)[nH]1 (centres undefined),8,-2,-8,3,-1,-8,-9,2,0.4,-1
Cc1ccc(N(CC(=O)NCCc2ccccc2)C(=O)c2csnn2)cc1,2,4,-4,-5,1,-2,2,-8,0.9,-1
COC(=O)Cc1cc(C)cc2c(=O)cc(-c3ccoc3)oc12,3,-3,7,1,5,-5,2,-58,3.6,-53
Cc1ccc(S(=O)(=O)N2CCOCC2)cc1C(=O)N1C(=O)c2cccc(N)c2C1=O,1,-3,-8,-2,11,4,-3,-321,-5.1,-245
Cc1cccc(NC(=O)C2CCCN2C(=O)OCC(C)C)c1 (centres undefined),0,0,-3,8,-1,-5,5,0,-0.4,-8
CC1CCN(C(=O)CSc2nnc(CNC(=O)c3ccco3)o2)CC1,0,1,-7,4,-1,5,3,2,0.0,2
N#CCCn1nc(-c2ccc(Br)cc2)cc1Nc1ccccc1NC(=O)C(F)(F)F,-10,-2,-4,3,0,6,-12,-14,-0.2,-14
O=C(COc1cccc(C(F)(F)F)c1)NCC(c1cccs1)N1CCOCC1 (centres undefined),-4,0,-13,-1,-2,7,-3,-4,0.4,-1
COc1ccc(S(=O)(=O)N2CCCN(CC(=O)Nc3ccc(OC)c(Cl)c3)CC2)cc1,1,4,-3,-5,-3,-16,-16,-3,0.1,-3
Cc1occc1C(=O)Nc1ccc(S(=O)(=O)N2CCN(C)CC2)cc1,2,-1,-17,-2,-1,-5,-13,3,0.3,1
Fc1cccc(Cc2c(-c3ccco3)nc3ccc(Br)cn23)c1,-6,-3,-5,-2,9,-7,-3,-14,-0.1,-10
O=C(/C=C/c1ccccc1)NNC(=O)c1cccs1,13,-5,11,0,-1,-5,0,-8,0.0,-2
OC(c1ccccc1)C1CN(Cc2ccccc2)CCC1(O)c1ccccc1 (centres undefined),2,4,4,1,0,-8,1,1,-0.2,2
OC(CNCc1ccccc1F)(c1ccc(F)cc1)c1ccc(F)cc1,3,-2,0,-1,-2,8,-5,1,-0.3,-1
O=C(Nc1ccccc1C(=O)O)c1cc(S(=O)(=O)Nc2ccccc2)ccc1Cl,5,-5,0,-6,1,-3,-15,-8,-0.1,-1
CC(=O)N1CCN(C(=O)c2ccc(S(=O)(=O)Nc3ccccc3C)cc2)CC1,-6,-1,-11,0,-1,8,0,-5,-0.8,-2
COc1ccc(C2=NOC(Cn3nc(C(=O)NCc4ccc(OC(F)(F)F)cc4)cc3-c3ccccc3)C2)cc1 (centres undefined),-8,0,8,3,-3,7,2,1,0.3,0
